High-throughput results deposited in PubChem by several laboratories.
S1P4 antagonist – S1P4 receptor antagonists, primary screen, cell-based. Sphingosine 1-phosphate receptor 4 (Homo sapiens), O95977. S1P4-expressing cells, antagonist mode, reporter read-out. inhibition, % at 4.98 µM. actives 0.26% (n = 220,000); in the data active = inhibition above about 29%;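 also: 0% = wells stimulated with agonist and 100% = vehicle wells without agonist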
Target sequence (O95977 whole entry, looked up): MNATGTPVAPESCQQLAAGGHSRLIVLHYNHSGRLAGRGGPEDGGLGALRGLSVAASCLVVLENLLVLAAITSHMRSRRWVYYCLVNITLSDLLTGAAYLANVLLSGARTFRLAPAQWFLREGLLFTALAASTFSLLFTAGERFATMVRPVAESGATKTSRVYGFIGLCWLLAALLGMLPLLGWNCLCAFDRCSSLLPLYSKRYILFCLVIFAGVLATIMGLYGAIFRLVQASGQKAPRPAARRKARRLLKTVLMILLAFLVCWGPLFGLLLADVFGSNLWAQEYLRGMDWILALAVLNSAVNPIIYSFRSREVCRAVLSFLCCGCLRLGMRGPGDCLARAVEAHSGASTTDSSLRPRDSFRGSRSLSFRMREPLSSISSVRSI
Mdm2 ligase inh – MDM2-luciferase reporter signal enhancers, primary screen, MDM2 E3 ligase inhibitor project, cell-based, luminescence, 1536-well; E3 ubiquitin-protein ligase Mdm2 (Homo sapiens), Q00987; cell-based MDM2 ubiquitination luciferase reporter, 2 h; 0 = plate control, 100 = twice control, blank-subtracted; signal enhancement, % at 5 µM; actives 0.11% (n = 210,000);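 active = signal enhancement of 30% or more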;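 also: luminescence tracks abundance of the self-degrading MDM2-luciferase fusion protein; higher signal means inhibition of MDM2 E3 ligase activity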
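Assay system: stable mammalian line carrying autodegrading MDM2–luciferase fusion reporter; amount: 2000 cells seeded into each well; buffer or medium: DMEM; benchmarks: plate control and blank wells; signal: luciferase luminescence; timing: 2 h compound exposure at 37 °C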
PERK inhibitor – block of dimerizer-induced PERK translation repression, primary screen, PERK inhibitor project, CHO PERK-DD cells, SEAP luminescence, HTS. Eukaryotic translation initiation factor 2-alpha kinase 3 (Homo sapiens), Q9NZJ5. CHO PERK-DD fusion, SEAP luminescence translation reporter. inhibition, % at 5.6 µM. actives 0.17% (n = 220,000). AID 1416, 2008;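 active = inhibition above the mean inhibition of all tested compounds plus 3 SD, set separately per screening campaign, cut at about 2.9% in these data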;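 also: PERK kinase domain activated by AP20187 dimerizer at 100 nM; 0% = DMSO with dimerizer and 100% = rapamycin at 8.4 µM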
BaF3 parental – parental Ba/F3 cell viability inhibition, counter-screen for JAK2V617F inhibitor project, murine pro-B, CellTiter-Glo luminescence; CellTiter-Glo ATP luminescence; inhibition, % at 5.6 µM; actives 1.1% (n = 220,000); AID 1486, 2009;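 active = inhibition above a per-campaign cutoff, the mean inhibition of all tested compounds plus 3 SD, cut at about 27% in these data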;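 also: 0% = DMSO wells and 100% = JAK Inhibitor I control wells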
Wee1 stabilizer – Wee1 degradation inhibitors, primary screen, cell-based, HeLa, Wee1K328M-luciferase, luminescence. HeLa Luc-Wee1K328M stability; 100% = proteasome inhibitor MG132 effect. reporter increase, % at 5 µM. actives 1.2% (n = 220,000). AID 1321, 2008;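 active = activation above the mean of all tested compounds plus 3 SD, set per screening run, cut at about 8.8% in these data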;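 also: cells exposed to compound for 20 h before luminescence read; 0% = DMSO alone and 100% = MG132 at 30 µM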
eIF4E-4G inh – eIF4E–eIF4G protein interaction inhibitors, primary screen, biochemical, uHTS, TR-FRET, eIF4GI fragment. Eukaryotic translation initiation factor 4E (Mus musculus) + Eukaryotic translation …. TR-FRET eIF4E-eIF4GI(517-606) binding, 2 h. actives 0.37% (n = 220,000). inhibition, % at 21.7 µM. AID 782, 2007;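 active = inhibition above about 30%, limit read from the data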;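 also: 0% = full FRET control wells and 100% = background wells lacking eIF4GI fragment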
S1P4 ag – S1P4 receptor agonists, primary screen, cell-based | S1P4-expressing cell line, agonist reporter assay | activation, % at 4.98 µM | actives 0.35% (n = 220,000); in the data active = activation above about 11%;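 also: 0% = DMSO vehicle and 100% = reference agonist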
NPY2 pot ag – NPY-Y2 potentiators or agonists, primary screen, cell-based; Neuropeptide Y receptor type 2 (Homo sapiens), P49146; cells expressing NPY-Y2, potentiator/agonist read-out; activation, % at 3.6 µM; actives 0.45% (n = 220,000); in the data active = activation above about 27%;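 also: cells stimulated with NPY near EC25 plus isoproterenol at EC100; 0% = vehicle plus submaximal agonist and 100% = vehicle plus saturating agonist; some results beyond the cut were filed as inactive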
Target sequence (P49146 whole entry, looked up): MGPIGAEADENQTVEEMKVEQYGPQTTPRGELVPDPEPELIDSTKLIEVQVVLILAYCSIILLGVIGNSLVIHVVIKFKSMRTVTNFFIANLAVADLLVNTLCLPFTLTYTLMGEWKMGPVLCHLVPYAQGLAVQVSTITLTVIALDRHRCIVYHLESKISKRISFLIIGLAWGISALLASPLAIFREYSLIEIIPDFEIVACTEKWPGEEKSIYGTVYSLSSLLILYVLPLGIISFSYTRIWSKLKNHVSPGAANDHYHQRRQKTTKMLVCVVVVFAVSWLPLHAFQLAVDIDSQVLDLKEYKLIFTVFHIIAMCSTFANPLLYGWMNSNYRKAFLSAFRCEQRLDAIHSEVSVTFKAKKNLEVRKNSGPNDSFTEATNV
Ba/F3 V617F tox – reduced viability of JAK2V617F-dependent Ba/F3 cells, primary screen, JAK2V617F inhibitor project, cell-based, Ba/F3 EpoR-JAK2V617F, luminescence; ATP luminescence; inhibition, % at 5.6 µM; actives 1.1% (n = 220,000);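 active = inhibition above the campaign mean plus 3 SD over all tested compounds, cut at about 24% in these data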;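 also: cytokine-independent growth of Ba/F3 cells driven by EpoR plus mutant JAK2; 0% = DMSO-treated cells and 100% = JAK inhibitor I control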
The depositor's hits bear a star; . = no result given; [ ] = another dose, or the depositor's remark. Compounds as they come; 4.1% or so of the library scored in one or more.

Order of results – S1P4 antagonist	Mdm2 ligase inh	PERK inhibitor	BaF3 parental	Wee1 stabilizer	eIF4E-4G inh	S1P4 ag	NPY2 pot ag	Ba/F3 V617F tox
1. C=CCn1c(CSc2nc3ccccc3s2)nnc1SCC(=O)NCc1ccco1
 : 11	-19	0.1	4	-4	-6	1.4	2	1
2. COc1ccc(CSc2nnnn2-c2ccccc2)cc1
 : -8	-8	0.2	9	0	-1	-0.5	3	2
3. S=C(NC1CCCCC1)N1CCN(c2ncccn2)CC1
 : -9	-13	0.0	5	-2	-2	0.9	-17	1
4. CC(=O)N1CCc2cc(S(=O)(=O)NC(CC(C)C)C(=O)Nc3cc(C(=O)O)ccc3C)ccc21 (centres undefined)
 : -31	-2	0.9	0	-3	-1	-0.5	-11	-2
5. COc1c(F)c(F)c(C(=O)O)c(Nc2cc(C)cc(C)c2)c1F
 : -14	-7	0.4	4	1	-5	1.7	2	-5
6. Cc1ccccc1NC(=O)COC(=O)c1ccc(S(C)(=O)=O)c([N+](=O)[O-])c1
 : 13	4	0.9	2	-1	3	-1.7	22	0
7. COc1cccc(N=Cc2nc(-c3ccccc3)oc2OC(C)=O)c1
 : 1	-4	-0.7	-1	2	-1	0.5	-4	5
8. Cc1nc(SC2CC(=O)N(c3ccccc3)C2=O)nc2c1CCCC2 (centres undefined)
 : 9	-19	0.1	3	4	-5	0.7	-31	2
9. O=[N+]([O-])c1ccc(OC(F)F)c(/C=N/n2cnnc2)c1
 : 1	-5	0.4	2	1	0	-0.6	-19	-3
10. O=C(CSc1nc2ccccc2c(=O)n1-c1ccccc1)N1CCCC1
 : 4	12	-0.5	3	-2	0	-1.0	-2	-2
11. CSCC[C@H](NC(=O)COc1ccc(Cl)cc1Cl)c1nc2ccccc2[nH]1
 : -5	-11	-1.1	7	6	0	1.0	-6	0
12. Cc1ccc(NC(=O)COc2ccc(C(=O)NCCc3ccccc3)cc2)cc1
 : -4	.	-0.3	10	8	.	0.1	-5	7
13. CC(=O)c1c(C)oc2c1C(=O)c1ccccc1C2=O
 : -25	.	0.9	8	1	4	-0.9	-1	-1
14. Cc1cc(=O)[nH]c(SCC(=O)Nc2cccc3ccccc23)c1C#N
 : -9	-11	0.7	9	-2	1	-4.0	-11	2
15. C=CCN1C(=O)C(CC(=O)O)SC1=Nc1ccc(N=Nc2ccccc2)cc1 (centres undefined)
 : -4	-16	0.6	13	0	2	-1.4	-2	2
16. CCOc1ccc(NS(=O)(=O)c2ccc3[nH]c(=O)cc(C(=O)O)c3c2)cc1
 : -14	1	0.1	4	1	0	0.3	3	-3
17. Cc1nonc1NC(=O)CSc1nc2ccccc2cc1C#N
 : -1	-15	-1.0	3	7	3	2.4	-10	3
18. COc1cccc(C2CC(c3ccc(F)cc3)Nc3nc(N)nn32)c1 (centres undefined)
 : -16	-12	0.2	2	2	-1[fluorescence artefact?]	-1.2	-2	-3
19. COc1ccc(-c2csc3nc(C)n(-n4cccc4)c(=O)c23)cc1
 : -22	.	-0.1	0	-1	.	0.4	2	-2
20. CCn1nc(C(=O)Nc2nc3ccc(C)cc3s2)c2ccccc2c1=O
 : 2	6	-0.8	4	1	-6	1.8	-9	1

Some of the entries so far, screen by screen:
#7 COc1cccc(N=Cc2nc(-c3ccccc3)oc2OC(C)=O)c1
#6 Cc1ccccc1NC(=O)COC(=O)c1ccc(S(C)(=O)=O)c([N+](=O)[O-])c1
#17 Cc1nonc1NC(=O)CSc1nc2ccccc2cc1C#N
screen / no. | 7 | 6 | 17
S1P4 antagonist | 1 | 13 | -1
Mdm2 ligase inh | -4 | 4 | -15
PERK inhibitor | -0.7 | 0.9 | -1.0
BaF3 parental | -1 | 2 | 3
Wee1 stabilizer | 2 | -1 | 7
eIF4E-4G inh | -1 | 3 | 3
S1P4 ag | 0.5 | -1.7 | 2.4
NPY2 pot ag | -4 | 22 | -10
Ba/F3 V617F tox | 5 | 0 | 3

(listing goes on)
Order of results – S1P4 antagonist	Mdm2 ligase inh	PERK inhibitor	BaF3 parental	Wee1 stabilizer	eIF4E-4G inh	S1P4 ag	NPY2 pot ag	Ba/F3 V617F tox
21. Cc1ccc(CSc2ncnc3c2cnn3-c2ccccc2)cc1
 : -5	-6	1.2	1	-5	-2	3.8	9	-3
22. CCOc1ncccc1C(=O)Nc1ccc(S(=O)(=O)Nc2nccs2)cc1
 : -4	.	1.3	-12	3	-8	-0.5	-18	-2
23. CCOC(=O)N1CCN(C(=S)NC2CCCCC2)CC1
 : -17	-6	0.4	6	3	3	-1.5	16	-2
24. CN(C)C(CNc1ncnc2sc3c(c12)CCCCC3)c1ccco1 (centres undefined)
 : -14	7	-0.1	2	34*	-1	0.3	-10	5
25. CC(NC(=O)COc1ccc(/C=N/NS(=O)(=O)c2ccccc2)cc1)c1ccccc1 (centres undefined)
 : -16	-17	1.6	6	1	4	0.1	10	-2
26. O=C(CSc1ccc(-c2ccc(F)cc2)nn1)N1CCN(c2ccccc2)CC1
 : -7	-13	-0.3	2	2	-1	0.1	-12	4
27. O=C(c1cc(COc2ccc(F)cc2Cl)on1)N(Cc1ccncc1)CC1CCCO1 (centres undefined)
 : -5	-1	-0.7	5	6	2	-0.5	-9	3
28. CC(=O)NC(NC(C)=O)c1ccc(Br)cc1
 : 2	-9	0.6	5	2	-7	2.8	-1	0
29. O=C(Nc1ccc(Cl)cn1)Nc1cccs1
 : 1	0	-0.2	5	0	-6	-0.1	9	0
30. Cn1cc(C(=O)C(F)(F)F)c2ccccc21
 : 2	-18	-0.3	2	1	-3	-1.4	1	-4
31. CCCCSc1ccc2nc(-c3ccc(C#N)cc3)cn2c1
 : 0	-10	1.0	5	3	-15	0.3	-29	2
32. CCN1C(=O)C(CC(=O)Nc2ccc(Cl)cc2)N(NC(=O)c2ccncc2)C1=S (centres undefined)
 : -2	-11	1.1	2	-3	2	-1.0	-11	-4
33. CCn1c(=O)cc(OCC(=O)Nc2cccnc2)c2ccccc21
 : -10	-6	1.7	7	1	-2	-0.8	-17	3
34. O=C(NCCCN1CCc2ccccc2C1)Nc1ccc(Br)cc1
 : 0	-5	-1.3	5	2	3[fluorescence artefact?]	-1.6	-6	2
35. Cn1c(SCC(=O)NCc2ccccc2)nnc1-c1ccc(NC(=O)CCc2ccccc2)cc1
 : 0	-32	2.3	6	0	1	-0.3	17	-2
36. CC1=N/C(=C/c2ccco2)C(=O)O1
 : 2	-3	-0.5	3	1	13	1.3	17	-1
37. O=C(COC(=O)c1ccc2c(=O)n3c(nc2c1)CCC3)NC1CCS(=O)(=O)C1 (centres undefined)
 : -18	-3	0.7	5	-1	10	-1.0	10	-1
38. N/C(=N\OC(=O)Nc1ccccc1)c1ccno1
 : 3	-4	1.4	0	0	1	0.1	-19	5
39. CCN(C(=O)COC(=O)c1cc(S(=O)(=O)Nc2c(C)n(C)n(-c3ccccc3)c2=O)ccc1Cl)C1CCCCC1
 : -7	-1	-0.4	9	-1	-2	-0.3	-5	-1
40. CC(C)C(c1nnnn1Cc1cccs1)N1CCN(c2ccccc2)CC1 (centres undefined)
 : 0	-14	-0.8	5	-1	2	-0.8	1	3

Continued.
| No. | Molecule | S1P4 antagonist | Mdm2 ligase inh | PERK inhibitor | BaF3 parental | Wee1 stabilizer | eIF4E-4G inh | S1P4 ag | NPY2 pot ag | Ba/F3 V617F tox |
| --- | --- | --- | --- | --- | --- | --- | --- | --- | --- | --- |
| 41 | Cn1cc(Br)c(-c2cccc(N3C(=O)CC(C)(C)CC3=O)c2)n1 | 3 | -6 | 0.6 | -3 | 0 | 9 | 0.0 | -5 | 1 |
| 42 | COc1ccc(C(=O)Nc2ccc3cn[nH]c3c2)c(OC)c1 | -8 | -13 | -0.5 | 2 | 8 | -3 | 0.4 | -2 | -3 |
| 43 | CN1C(=O)CC(C(=O)O)SC1=Nc1ccc(F)cc1 (centres undefined) | -2 | -11 | 0.4 | 1 | -1 | 0 | 7.2 | -3 | 5 |
| 44 | Fc1ccc(-n2c(Cc3cccs3)n[nH]c2=S)cc1Cl | 4 | -14 | 1.0 | 7 | -3 | -1 | 2.4 | 7 | -1 |
| 45 | CCCCNC(=O)CCC(=O)Nc1ccc2nc(N3CCC(C)CC3)cc(C)c2c1 | -3 | 5 | 0.3 | 12 | 0 | 1 | 0.1 | -7 | 6 |
| 46 | O=C(OC(C(=O)NCc1cccs1)c1ccccc1F)c1ccco1 (centres undefined) | -9 | . | 0.2 | 5 | -4 | -9[fluorescence artefact?] | -0.5 | -21 | 5 |
| 47 | COC(=O)c1ccccc1NC(=O)CSc1nc(N)cc(N)n1 | 3 | -16 | 0.1 | 12 | 0 | 2 | 2.1 | -4 | 1 |
| 48 | Cc1nc(-c2cccc3ccccc23)ccc1C(=O)O | -16 | -7 | 2.0 | 2 | -1 | 6[fluorescence artefact?] | 0.1 | 5 | -3 |
| 49 | O=C(C1=NN[C@@H]2C(=O)N(c3ccccc3C(F)(F)F)C(=O)[C@H]12)c1ccc2ccccc2n1 | 1 | -14 | 0.5 | 54* | 1 | 4[fluorescence artefact?] | 4.0 | 0 | 76* |
| 50 | Cc1cc2oc3c(c(=O)c2cc1C)C(c1cccc(Br)c1)N(Cc1ccco1)C3=O (centres undefined) | -27 | 7 | 0.1 | 1 | -2 | -15 | -0.5 | -2 | 0 |
| 51 | CC(C)OCC(O)CN1CCN(C(c2ccccc2)c2ccccc2)CC1 (centres undefined) | -14 | 4 | -0.2 | 6 | -2 | 0 | 1.3 | -16 | 0 |
| 52 | Cc1cc(C)nc(N2CCC(C(=O)NNC(=O)c3ccc(Cl)cc3)CC2)n1 | 10 | . | 0.7 | -8 | 1 | -3 | 1.5 | 8 | -1 |
